# Tcruzi prolif = inhibitors of T. cruzi proliferation. inhibition, % at 8.34 µM. AID 624255. 77,000 tested, 5.9% active. T. cruzi beta-gal in NIH3T3, GalScreen luminescence, 90 h;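 active = mean inhibition above about 93%, with at least 55% of replicates each passing it, limit read from the data, passing the limit was not always enough; inconclusive = only one of those two conditions holds; inactive = neither condition holds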
# KDM4C inh = inhibitors of human demethylase GASC-1 KDM4C; GST-KDM4C 2-372, H3K9me3 peptide, LANCE TR-FRET; Q9H3R0; 96,000 tested, 0.15% active; inhibition, % at 12.5 µM;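 active = mean replicate inhibition above about 25%, with at least 55% of replicates also reaching it, limit read from the data, passing the limit was not always enough; inconclusive = only one of those two conditions met; inactive = neither condition met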
# Target sequence (Q9H3R0 2-372 limits assumed): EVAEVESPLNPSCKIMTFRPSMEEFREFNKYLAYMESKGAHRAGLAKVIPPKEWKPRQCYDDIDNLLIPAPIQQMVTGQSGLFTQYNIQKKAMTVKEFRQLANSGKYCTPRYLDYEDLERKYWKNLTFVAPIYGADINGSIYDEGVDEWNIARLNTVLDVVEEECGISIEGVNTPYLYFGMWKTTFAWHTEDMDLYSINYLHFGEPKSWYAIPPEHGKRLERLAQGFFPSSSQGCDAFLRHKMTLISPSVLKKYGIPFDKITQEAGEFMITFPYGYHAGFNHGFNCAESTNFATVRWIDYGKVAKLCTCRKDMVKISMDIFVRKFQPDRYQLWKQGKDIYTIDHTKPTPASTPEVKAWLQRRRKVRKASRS
#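 Material: GST-tagged GASC-1 (JMJD2C) catalytic fragment, aa 2-372. Input: enzyme final amount 10 nM. Medium: HEPES buffer, pH 7.5, plus ascorbate. Reagent: H3K9me3 peptide substrate, Fe(II), 2-oxoglutarate. Doses: single dose. Times: reaction 30 min RT, detection step 1 h RT. Measured by: LANCE TR-FRET. Evaluation: Fall in 671/618 emission ratio as inhibition.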
# Pf Dd2 inh = P. falciparum Dd2 growth inhibition; 94,000 tested, 2.3% active; activity change, % at 10 µM; AID 1159554; SYBR Green, 72 h; active compounds read low; in the data active = activity change below about -80%; inconclusive = no clear call, values can overlap the other calls
# C diff HTS = blocks growth of Clostridium difficile; Clostridium difficile clinical isolate growth, OD600, 24 h; active compounds read low; growth activity, negative = inhibition, % at 16 µg/mL (by protocol); 86,000 tested, 0.25% active; AID 1259249;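 active = mean growth activity at or below -80% and every replicate also at or below -80%; inconclusive = mean at or below -80% but some replicate above -80%; inactive = mean growth activity above -80%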;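 also: 0% = DMSO wells and -100% = levofloxacin 16 µg/mL wells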
# * hit, by the source's call; ? = inconclusive; / = no result given; & = joins results of further samples; ! = a repeat was not active.
# Below each SMILES – Tcruzi prolif	C diff HTS	Pf Dd2 inh	KDM4C inh
- CO[C@@H]1CN(C)C(=O)c2ccc(NC(=O)c3nc4ccccc4s3)cc2OC[C@H](C)N(Cc2ccncc2)C[C@@H]1C
  /	/	-95.9*	-0.9
- CO[C@H]1CN(C)C(=O)c2ccc(NC(=O)C3CCOCC3)cc2OC[C@H](C)N(C)C[C@H]1C
  -106.6	3.4	-11.8	-0.1
- C[C@H]1CN([C@@H](C)CO)C(=O)c2cc(NS(=O)(=O)c3ccc(F)cc3)ccc2O[C@@H]1CN(C)Cc1ccc(-c2ccccc2)cc1
  ?	18.3	23.7	1.0
- CCCC(=O)Nc1ccc2c(c1)C(=O)N(C)C[C@H](OC)[C@@H](C)CN(CC1CCOCC1)[C@H](C)CO2
  -37.6	/	/	0.4
- COc1ccc(S(=O)(=O)N(C)C[C@H]2OCCCC[C@H](C)Oc3ccc(NS(=O)(=O)c4ccc(F)cc4)cc3C(=O)N([C@H](C)CO)C[C@H]2C)cc1
  68.6	5.3	-79.8	0.6
- NCC[C@H]1CC[C@H](NC(=O)Nc2ccc(F)cc2)[C@H](CO)O1
  -26.2	-3.2	9.9	-0.9
- COCCNC(=O)C[C@@H]1C[C@@H]2c3cc(NC(=O)CC4CC4)ccc3O[C@@H]2[C@H](CO)O1
  6.8	0.9	25.4	-2.2
- COc1ccc(S(=O)(=O)N(C)C[C@H]2Oc3cc(C#CC4CCCCC4)ccc3S(=O)(=O)N([C@H](C)CO)C[C@@H]2C)cc1
  82.9	/	-85.0*	1.5
- CO[C@@H]1CC[C@H]2CCN(C)C(=O)[C@H](C)N(C)C(=O)c3cc(C#N)ccc3OC[C@H]1O2
  20.6	0.1	/	-0.6
- CO[C@H]1CN(C)C(=O)c2ccc(NC(=O)NC(C)C)cc2OC[C@H](C)NC[C@@H]1C
  /	1.3	20.7	-0.6

# (cont.)
# Below each SMILES – Tcruzi prolif	C diff HTS	Pf Dd2 inh	KDM4C inh
- O=C(Nc1ccccc1F)N1CCCCN2[C@H](CO)[C@@H](c3ccc(-c4cccnc4)cc3)[C@@H]2C1
  55.0	-7.2	7.2	0.5
- CCCN(C)C[C@H]1OCCCC[C@@H](C)Oc2ccc(NS(=O)(=O)c3ccc(C)cc3)cc2C(=O)N([C@H](C)CO)C[C@@H]1C
  90.5	14.2	-52.3	2.5
- O=C(Nc1cccc(F)c1)N1CCCCN2[C@@H](CO)[C@@H](c3ccc(C#Cc4ccccc4)cc3)[C@@H]2C1
  79.2	64.3	-62.3	-0.1
- CCC(=O)N1C[C@H](C)[C@@H](OC)CN(C)C(=O)c2cc(NC(=O)c3ccccc3)ccc2OC[C@H]1C
  37.2	/	-5.2	0.2
- C[C@H]1CN([C@@H](C)CO)C(=O)c2cc(/C=C/c3ccccc3)cnc2O[C@H]1CN(C)Cc1ccccc1
  61.9	9.3	-21.9	-2.5
- Cc1noc(C)c1S(=O)(=O)N(C)C[C@H]1OCCCC[C@H](C)Oc2ccc(NC(=O)CCCN(C)C)cc2C(=O)N([C@@H](C)CO)C[C@@H]1C
  /	-8.2	13.4	2.9
- COc1ccc(-c2ccc(C3[C@@H]4CN(Cc5cccc(OC)c5)C[C@H]3N4)cc2)cc1 (some centres not stated)
  /	-81.0*!	-68.4&-4.6	-2.5&0.6
- O=C(C[C@H]1CC[C@@H]2[C@H](COC[C@@H](O)CN2Cc2cccc(C(F)(F)F)c2)O1)NCc1ccncc1
  33.7	/	8.4	-0.9
- CO[C@H]1CN(C)C(=O)c2ccc(NC(=O)Nc3ccccc3)cc2OC[C@H](C)N(C(C)=O)C[C@@H]1C
  /	0.0	-5.6	-0.8
- C[C@H]1CN([C@@H](C)CO)C(=O)c2cc(-c3cccnc3)cnc2O[C@@H]1CN(C)C(=O)C1CCCCC1
  -10.5	-0.3	-9.1	-1.7

# The listing continues:
# Below each SMILES – Tcruzi prolif	C diff HTS	Pf Dd2 inh	KDM4C inh
- CN(C)C(=O)C[C@H]1CC[C@@H]2[C@H](COC[C@H](O)CN2C(=O)C2CC2)O1
  13.2	8.1	1.4	1.0
- O=C(C[C@H]1CC[C@@H](NS(=O)(=O)c2ccc(F)cc2)[C@H](CO)O1)N1CCC(Cc2ccccc2)CC1
  37.4	20.1	-32.5	-1.0
- C[C@@H]1CN([C@@H](C)CO)C(=O)c2cccc(NC(=O)NC3CCCCC3)c2O[C@@H]1CN(C)C(=O)Nc1ccc2c(c1)OCO2
  31.6	-2.9	-75.8	0.8
- CCC(=O)N(C)C[C@@H]1Oc2ncc(C#CC(C)(C)O)cc2C(=O)N([C@H](C)CO)C[C@H]1C
  -0.6	-0.8	26.0	2.0
- C[C@H]1CN([C@@H](C)CO)C(=O)Cc2cc(NC(=O)C3CCCCC3)ccc2O[C@@H]1CN(C)Cc1ccc(C(F)(F)F)cc1
  88.2	80.3	-10.7	0.7
- CCCC(O)C#Cc1cnc2c(c1)C(=O)N([C@H](C)CO)C[C@H](C)[C@H](CN(C)Cc1cccc(C(F)(F)F)c1)O2 (some centres not stated)
  14.9	9.2	-25.9	-0.2
- COCc1cn(CC[C@@H]2CC[C@@H](NC(=O)Nc3ccc4c(c3)OCO4)[C@H](CO)O2)nn1
  6.6	-2.6	-0.5	4.2
- CC(=O)N(C)C[C@H]1Oc2cc(C#CCC(C)C)ccc2S(=O)(=O)N([C@@H](C)CO)C[C@H]1C
  9.7	-4.7	-3.1	-1.4
- C[C@@H]1CN([C@@H](C)CO)C(=O)c2cccc(NC(=O)Nc3ccc(F)cc3)c2O[C@@H]1CN(C)S(=O)(=O)c1ccccc1
  51.2	-9.2	-13.6	-0.4
- CCC(=O)N1CC[C@H]2[C@H](CO)Nc3ccc(-c4ccc(OC)cc4)cc3[C@H]21
  38.2	-13.3	-31.3	-0.6

# The results go on.
# Below each SMILES – Tcruzi prolif	C diff HTS	Pf Dd2 inh	KDM4C inh
- C[C@H](NC(=O)[C@H]1[C@H](CO)[C@H]2Cn3c(ccc(-c4ccccc4F)c3=O)[C@@H]1N2C)c1ccccc1
  54.9	5.4	/	-0.4
- Cc1ccc(S(=O)(=O)N(C)C[C@@H]2Oc3ccc(NS(=O)(=O)c4cn(C)cn4)cc3C(=O)N([C@@H](C)CO)C[C@H]2C)cc1
  -19.0	/	15.2	-2.4
- C[C@@H]1CN([C@H](C)CO)C(=O)c2cc(C#CC3CCCC3)cnc2O[C@@H]1CN(C)Cc1ccncc1
  17.5	5.5	2.4	-0.3
- CCN1CC(=O)N2[C@H](CO)[C@H](c3ccc(Br)cc3)[C@H]2C1
  /	-2.8	51.6	-3.8
- C[C@H]1CCCCO[C@H](CN(C)S(=O)(=O)c2cccs2)[C@@H](C)CN([C@@H](C)CO)C(=O)c2cc(NS(=O)(=O)c3cn(C)cn3)ccc2O1
  /	1.2	0.7	-0.1
- O=C(C[C@H]1C[C@H]2c3cc(NC(=O)CC4CC4)ccc3O[C@H]2[C@@H](CO)O1)NCc1cccnc1
  61.0	-3.6	25.7	-0.3
- C[C@@H]1CN([C@H](C)CO)S(=O)(=O)c2ccc(-c3ccccc3)cc2O[C@@H]1CN(C)C(=O)C1CCCCC1
  85.2	2.9	-31.1	-0.5
- C/C=C/c1ccc2c(c1)O[C@H](CN(C)CC1CCOCC1)[C@H](C)CN([C@@H](C)CO)S2(=O)=O
  /	3.9	18.9	-1.0
- CC(C)NC(=O)N[C@@H]1CC[C@@H](CCNS(=O)(=O)c2ccc(F)cc2)O[C@@H]1CO
  /	-1.4	8.6	0.8
- COc1ccc2c3c(n(C)c2c1)[C@@H](CO)N(Cc1cccc(Cl)c1)CC31CN(C(=O)C2CC2)C1
  /	15.4	-44.9	-0.5

# More records follow.
# Below each SMILES – Tcruzi prolif	C diff HTS	Pf Dd2 inh	KDM4C inh
- COc1ccc(NC(=O)Nc2ccc3c(c2)CC(=O)N([C@H](C)CO)C[C@@H](C)[C@H](CN(C)C(=O)Nc2ccc(C(F)(F)F)cc2)O3)cc1
  -0.2	-8.8	-28.2	-3.2
- C[C@H]1CN([C@@H](C)CO)C(=O)Cc2cc(NC(=O)Cc3cn(C)c4ccccc34)ccc2O[C@@H]1CN(C)S(=O)(=O)c1cccs1
  34.8	-12.0	3.3	-0.5
- C[C@@H]1CCCCO[C@@H](CN(C)CC2CC2)[C@H](C)CN([C@H](C)CO)C(=O)c2cc(NC(=O)Nc3ccccc3)ccc2O1
  85.6	/	-35.2	-2.1
- COc1ccc(CN(C)C[C@H]2Oc3ccc(NC(=O)Nc4ccccc4)cc3C(=O)N([C@@H](C)CO)C[C@@H]2C)cc1
  19.4	-2.1	-12.2	0.6
- CCCC(=O)N1CC2(CN(C(C)=O)C2)c2c(n(C)c3cc(OC)ccc23)[C@H]1CO
  /	-9.4	1.8	/
- O=C(N[C@@H]1CC[C@@H](CCNS(=O)(=O)Cc2ccccc2)O[C@@H]1CO)c1cnccn1
  -84.7	/	-31.7	0.0
- Cc1ccccc1-c1ccc([C@@H]2[C@@H](CO)N3C(=O)CN(C(=O)c4ccncc4)C[C@H]23)cc1
  /	-9.4	7.4	-0.9
- O=C(C[C@@H]1C=C[C@@H](NS(=O)(=O)c2ccc(F)cc2)[C@H](CO)O1)NC1CCC1
  /	-0.4	5.7	0.8
- C[C@H]1CN([C@@H](C)CO)C(=O)c2cc(NC(=O)Nc3cccc4ccccc34)ccc2O[C@@H]1CN(C)C(=O)Nc1ccc(F)cc1
  -11.9	0.3	15.7	0.7
- O=C(C1CC1)N1CC(=O)N2[C@H](CO)[C@H](c3ccc(C4=CCCCC4)cc3)[C@@H]2C1
  /	-11.8	-2.4	0.5

# Remaining list, next part.
# Below each SMILES – Tcruzi prolif	C diff HTS	Pf Dd2 inh	KDM4C inh
- C[C@H](CO)N1C[C@H](C)[C@@H](CN(C)C(=O)Nc2ccccc2F)Oc2cc(C#CCN(C)C)ccc2S1(=O)=O
  -45.1	-0.2	-42.2	10.9
- C[C@H]1CCCCO[C@H](CN(C)C(=O)CCC(F)(F)F)[C@@H](C)CN([C@@H](C)CO)C(=O)c2cc(NC(=O)Nc3ccccc3)ccc2O1
  -29.8	-2.9	1.1	-1.0
- Cn1cnc(S(=O)(=O)N[C@H]2CC[C@H](CC(=O)NCC3CCCCC3)O[C@H]2CO)c1
  36.9	5.5	19.7	0.1
- C[C@@H]1CN([C@H](C)CO)C(=O)c2cc(NC(=O)CCC(F)(F)F)ccc2O[C@H]1CN(C)Cc1ccncc1
  2.4	-1.2	20.4	-0.3
- COc1ccc(S(=O)(=O)Nc2cccc3c2O[C@@H](CN(C)CC2CC2)[C@@H](C)CN([C@@H](C)CO)C3=O)cc1
  35.1	0.1	-8.7	0.9
- Cc1noc(C)c1S(=O)(=O)Nc1ccc2c(c1)C(=O)N([C@@H](C)CO)C[C@H](C)[C@@H](CN(C)Cc1ccncc1)O2
  3.5	0.9	14.2	-0.4
- COc1ccc2c3c([nH]c2c1)[C@@H](CO)N(C(=O)C1CCC1)CC31CN(Cc2cccc(F)c2)C1
  /	0.5	-15.3	-0.6
- CO[C@@H]1CN(C)C(=O)c2ccc(NC(=O)Nc3ccc(F)cc3)cc2OC[C@@H](C)N(C(=O)c2cnccn2)C[C@H]1C
  75.2	/	-61.6	0.0
- C[C@@H]1CN([C@@H](C)CO)S(=O)(=O)c2ccc(-c3cncnc3)cc2O[C@H]1CN(C)C(=O)Cc1ccncc1
  37.7	-4.3	30.1	0.0
- COCC(=O)N1C[C@@H](C)[C@@H](OC)CN(C)C(=O)c2ccc(NS(C)(=O)=O)cc2OC[C@@H]1C
  48.8	/	36.0	-0.5

# Later entries
# Below each SMILES – Tcruzi prolif	C diff HTS	Pf Dd2 inh	KDM4C inh
- CC(C)NC(=O)Nc1ccc2c(c1)C(=O)N([C@@H](C)CO)C[C@@H](C)[C@H](CN(C)Cc1ccc3c(c1)OCO3)O2
  /	3.2&-1.8	-8.7	0.6
- C[C@H](CO)N1C[C@H](C)[C@@H](CN(C)Cc2ccc(C(=O)Nc3ccccc3N)cc2)Oc2c(NC(=O)C3CC3)cccc2C1=O
  93.4	2.1	-57.7	/
- C[C@H]1CN([C@@H](C)CO)C(=O)Cc2cc(NS(C)(=O)=O)ccc2O[C@H]1CN(C)Cc1ccc(Cl)c(Cl)c1
  3.2	-13.5	2.7	-0.9
- CO[C@H]1CN(C)C(=O)c2cc(NC(=O)C3CCCCC3)ccc2OC[C@H](C)N(C(=O)c2ccccc2)C[C@H]1C
  7.1	-1.3	-69.1	1.5

# A second format for three compounds above:
Cc1ccc(S(=O)(=O)N(C)C[C@@H]2Oc3ccc(NS(=O)(=O)c4cn(C)cn4)cc3C(=O)N([C@@H](C)CO)C[C@H]2C)cc1
  Tcruzi prolif: -19.0
  C diff HTS: /
  Pf Dd2 inh: 15.2
  KDM4C inh: -2.4
C[C@@H]1CN([C@H](C)CO)C(=O)c2cc(C#CC3CCCC3)cnc2O[C@@H]1CN(C)Cc1ccncc1
  Tcruzi prolif: 17.5
  C diff HTS: 5.5
  Pf Dd2 inh: 2.4
  KDM4C inh: -0.3
CCN1CC(=O)N2[C@H](CO)[C@H](c3ccc(Br)cc3)[C@H]2C1
  Tcruzi prolif: /
  C diff HTS: -2.8
  Pf Dd2 inh: 51.6
  KDM4C inh: -3.8

# This is a random part of the collection. Share with any hit: about 7.3%.
